UBC13 inh = blocks human UBC13 polyubiquitin chain formation. P61088. TR-FRET. inhibition, % at 20 µM. 330,000 compounds, 0.47% hits; in the data active means inhibition above about 45%, passing the limit was not always enough
SENP8 block-1 = blocks the human protease SENP8; Q96LD8; purified SENP8, Z-RLRGG-aminoluciferin cleavage, luminescence; inhibition, % at 10 µM; 330,000 compounds, 1.2% hits; AID 2540; in the data active means inhibition above about 50%
Target sequence (Q96LD8 whole entry, looked up): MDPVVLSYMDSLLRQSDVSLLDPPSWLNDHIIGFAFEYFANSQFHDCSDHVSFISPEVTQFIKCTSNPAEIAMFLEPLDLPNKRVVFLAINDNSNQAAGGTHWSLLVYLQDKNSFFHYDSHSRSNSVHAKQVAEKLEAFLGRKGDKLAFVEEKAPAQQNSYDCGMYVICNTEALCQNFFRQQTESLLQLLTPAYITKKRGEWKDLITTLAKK
SENP6 block = SENP6 protease inhibition | Recombinant SENP6 catalytic domain, aminoluciferin luminescence | Q9GZR1 | 330,000 compounds, 1.8% hits | inhibition, % at 10 µM;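 active means inhibition above about 50% at the single tested dose, limit read from the data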;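 further: plate controls were DMSO wells with enzyme for no effect and DMSO wells lacking enzyme for full effect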
Target sequence (Q9GZR1 628-1112 limits assumed): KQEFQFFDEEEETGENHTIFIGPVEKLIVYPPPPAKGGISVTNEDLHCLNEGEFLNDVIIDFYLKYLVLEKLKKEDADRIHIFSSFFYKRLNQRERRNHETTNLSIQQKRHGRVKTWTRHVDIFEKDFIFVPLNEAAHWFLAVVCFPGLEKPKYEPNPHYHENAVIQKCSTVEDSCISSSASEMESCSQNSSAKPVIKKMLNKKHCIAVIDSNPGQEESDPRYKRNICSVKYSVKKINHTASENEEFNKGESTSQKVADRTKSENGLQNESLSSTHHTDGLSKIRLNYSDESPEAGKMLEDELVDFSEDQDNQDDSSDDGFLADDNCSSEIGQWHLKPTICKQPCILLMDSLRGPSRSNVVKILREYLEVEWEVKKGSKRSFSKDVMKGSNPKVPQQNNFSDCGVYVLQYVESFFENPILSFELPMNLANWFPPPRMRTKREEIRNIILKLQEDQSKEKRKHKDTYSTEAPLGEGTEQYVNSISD
MIN6 prolif = inducers of beta-cell replication in MIN6 cells; MIN6 cells proliferation, ATPlite luminescence, 48 h; cells starved in 0.2% serum; 100% = growth in 10% serum; 330,000 compounds, 0.29% hits; proliferation, % at 10 µM;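 active means compounds whose signal lies at least 3.5 SD above the mean of all wells on their plate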;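 further: 0% = DMSO-treated cells in low-serum medium and 100% = 10% serum control; some compounds called inactive have numbers as strong as hits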
PfG6PD inh = PfG6PD (Plasmodium falciparum) enzyme inhibition; inhibition, % at 20 µM; AID 504690; 350,000 compounds, 0.78% hits; PfGluPho enzyme, NADPH resazurin-diaphorase fluorescence;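 active means inhibition reaching at least a set limit at 20 µM in the primary screen, cut at about 59% in these data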;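 further: 0% = DMSO wells with substrate and 100% = DMSO wells lacking glucose-6-phosphate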
SENP8 block-2 = inhibitors of human SENP8 protease; 360,000 compounds, 0.64% hits; AID 602440; inhibition, % at 20 µM; recombinant SENP8, Nedd8 substrate fluorescence; in the data active means inhibition mostly above about 40%, no sharp cut-off; inactive means mostly below about 27%
SENP7 block = blocks the human protease SENP7. recombinant SENP7, Z-RLRGG-aminoluciferin luminescence, 40 min. inhibition, % at 5 µM. 330,000 compounds, 1.5% hits. Q9BQF6;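 active means inhibition above about 50% at the single test dose, limit read from the data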;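 further: plate controls were DMSO with enzyme for no effect and no enzyme buffer wells for full effect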
SENP1 FRET inh = blocks the human SENP1 SUMO protease catalytic domain | recombinant SENP1 catalytic domain, CyPet-SUMO1-YPet FRET cleavage | 360,000 compounds, 0.21% hits | AID 624204 | inhibition, % at 10 µM | Q9P0U3;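 active means inhibition at least 30% at 10 µM, raw YFP signal under a set limit, fluorescence ratio 0.5 to 1.5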;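 further: 0% = enzyme with DMSO and 100% = no enzyme wells; some results filed as inactive read as strong as hits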
Target sequence (Q9P0U3 419-644 limits assumed): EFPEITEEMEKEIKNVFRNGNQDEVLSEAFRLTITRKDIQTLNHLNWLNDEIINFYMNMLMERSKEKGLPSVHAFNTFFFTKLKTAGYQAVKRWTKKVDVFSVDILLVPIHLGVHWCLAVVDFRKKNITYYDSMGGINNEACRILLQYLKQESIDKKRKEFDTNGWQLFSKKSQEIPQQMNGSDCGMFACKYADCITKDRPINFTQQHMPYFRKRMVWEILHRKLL
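Test system: human SENP1 catalytic domain; medium: Tris pH 8 buffer plus EDTA, NaCl, BME, BSA, NP40, catalase; incubation: 50 min reaction at room temperature; technique: FRET, CFP and YFP emission; controls: no-enzyme low control and enzyme-plus-DMSO high control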
HKDC1 inh = HKDC1 (human) hexokinase inhibition; Q2TB90; recombinant HKDC1, G6PDH/diaphorase resazurin coupled fluorescence; inhibition, % at 20 µM; 340,000 compounds, 0.16% hits; AID 493160;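 active means inhibition above about 35% when tested at 20 µM, limit read from the data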;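 further: plate controls were DMSO wells with enzyme for no effect and DMSO wells lacking enzyme for full effect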
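Assay system: in-house recombinant HK5 (HKDC1) enzyme. Input: HKDC1 at 5 µg/mL. Medium: Tris pH 8.0 buffer with MgCl2, Tween-20, BSA, BME. Dosing: single 20 µM dose. Schedule: 90 min reaction incubation at room temperature, dark. Signal: resazurin-to-resorufin fluorescence via G6PDH and diaphorase coupling, 525/613 nm. Controls: DMSO-enzyme wells negative, buffer-substituted wells positive.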
Starred values were filed as active, the others as inactive; · = not tested or not shown.

SMILES	UBC13 inh	SENP8 block-1	SENP6 block	MIN6 prolif	PfG6PD inh	SENP8 block-2	SENP7 block	SENP1 FRET inh	HKDC1 inh
CCOC(=O)CCc1c(C)nc2c(c(C)nn2C(C)(C)C)c1C	10	3	-4	-2	2	3	-6	0	-6
COc1cccc(-c2cc(C(F)(F)F)nc(-n3cc(C)cn3)n2)c1	3	-12	-8	-1	8	-410	10	2	-6
Cn1nnnc1Sc1ccc(C(=O)O)cc1[N+](=O)[O-]	-26	2	-6	0	-10	8	4	1	-4
CC(=O)Nc1cc(-c2nn(C)c(=O)c3ccccc23)ccc1N1CCCCC1	1	-2	-13	1	-5	-37	-1	0	3
Cc1ccc(OCCCN2CCOCC2)c([N+](=O)[O-])c1	-14	-11	-15	-1	-11	6	-9	-1	0
Cc1onc(-c2ccccc2Cl)c1C(=O)N1CCN(c2ccccc2)CC1	2	-4	-4	0	1	16	0	-1	-10
CCN(CC)c1nc(Oc2ccc(C(=O)OC)cc2)nc(N2CCOCC2)n1	-9	-1	-14	-1	7	28	-4	0	0
COc1ccc(CN2CCN(Cc3csc(C(C)=O)c3)CC2CCO)c(C)c1C (stereo not given)	3	9	11	-2	8	25	-5	2	0
Cc1ccc(S(=O)(=O)Nc2cccc(-c3ccc4nncn4n3)c2)cc1	-9	-1	3	-2	19	-8	-11	1	2
O=[N+]([O-])c1cccc2c1ccc1ncccc12	-1	6	5	7	17	12	0	-4	-4
O=C(NCCCN1CCCCC1)c1ccc2c(=O)n(CCc3ccccc3)c(=O)[nH]c2c1	23	3	-2	-2	3	-189	0	-2	-6
O=C(Cc1cccs1)NNC(=O)c1ccccc1Cl	-2	6	0	-3	7	9	-1	0	5
CCOC(=O)C1=C(C)NC(C)=C(C(=O)OCC)C1c1cc(N)ccc1OC(F)F	-4	-5	-20	-3	9	-112	-7	0	8
COc1ccc(CNC(=O)C2CCC(CNS(=O)(=O)c3ccccc3)CC2)cc1 (stereo not given)	0	-4	-2	0	3	9	-2	1	-8
Cc1ccc2oc(C(=O)N3CCN(Cc4nccn4C)CC3)c(C)c2c1	-1	-1	5	3	3	15	0	2	-5
CC1(C)Cc2c(cnn2-c2ccccc2)C(NC(=O)CCc2ccc(=O)[nH]n2)C1 (stereo not given)	11	-7	9	-3	5	8	-7	-2	6
CC(C)C(=O)Nc1ccc(N2CCCC2)c(Cl)c1	4	1	-6	-2	4	-1	-3	-4	-2
COc1cc(COCC(O)CN2CCOCC2)cc(OC)c1OC (stereo not given)	-8	-9	-8	-2	5	9	-14	3	-4
O=C(CC(NS(=O)(=O)c1ccc(Cl)cc1)c1ccco1)NCc1ccco1 (stereo not given)	-10	-1	-1	-2	0	11	6	0	-8
CCNC(=O)CN(c1ccccc1OC)S(=O)(=O)c1cccs1	8	-3	-14	0	-5	11	2	0	-9
Cc1ccccc1N(CC(=O)NCCSCc1ccccc1)S(C)(=O)=O	4	13	18	1	9	3	2	1	-6
O=C(O)C1CCCN1C(=O)OCc1ccccc1 (stereo not given)	1	-6	-26	-2	-22	10	9	2	-8
Cc1ccc(-c2nnc(SCC(=O)Nc3nccs3)n2N)cc1	24	0	-1	-2	0	19	10	2	-5
COc1ccc(N2CCN(C(=O)c3cc4c(-c5ccc(Cl)cc5)nn(C)c4s3)CC2)cc1	-1	9	-13	-5	30	8	-3	-1	1
COc1cc(NC(=O)CN(C)S(=O)(=O)c2ccc3c(c2)CCC(=O)N3)cc(OC)c1	5	-11	-9	-4	-24	0	0	1	-1
COc1cccc(C2C=C(Nc3ccccc3)C(=O)N2c2ccccc2)c1 (stereo not given)	-20	-1	14	-2	32	-193	0	-31	-7
O=C(Nc1ccccc1)N1CC=C(c2ccc(F)cc2)CC1	3	0	52*	0	-2	-21	35	-2	0
O=C(CC1(O)C(=O)N(Cc2cccc3ccccc23)c2ccccc21)c1cccnc1 (stereo not given)	-10	-6	13	-6	-2	12	-14	4	0
Cc1ccc(-c2nc3cc(N)ccc3o2)cc1	8	75*	88*	-5	18	-260	90*	-36	5
O=C(CN1C(=O)NC2(CCCCCC2)C1=O)N1CCN(S(=O)(=O)c2ccccc2)CC1	-4	-6	-10	-5	-24	8	-5	0	-2
CCOC(=O)Cc1csc(NC(=O)c2ccc(Br)o2)n1	-1	-2	-3	-1	8	-1	9	2	1
CCCCOc1ccc(-c2nnn(C(C)C(=O)OCC)n2)cc1 (stereo not given)	-5	-4	-13	1	3	18	10	-26	2
CCCCCN(C(=O)CCC(=O)OCC(=O)c1c(C)cc(C)cc1C)c1c(N)n(CCCC)c(=O)[nH]c1=O	-2	-9	-6	-4	4	11	4	-1	-3
COCCn1c(C)c(C(=O)O)sc1=S	-8	2	-6	-3	0	21	-4	2	-3
CCOC(=O)c1c(NCCN(C)C)c2ccccc2[nH]c1=O	0	-5	-25	0	1	-6	3	1	-4
COC(=O)C1CCN(C(=O)Cn2nnc(-c3ccccc3)n2)CC1	7	2	-3	-1	-5	6	-2	1	1
Cc1ccc([N+](=O)[O-])c(NC2OC(CO)C(O)C2O)c1 (stereo not given)	-5	7	5	-4	-3	3	5	1	-6
O=C(CCCCCN1C(=O)c2cccc3cccc(c23)C1=O)NC1CCS(=O)(=O)C1 (stereo not given)	83*	-3	-5	-2	8	-400	7	2	5
O=C1CCCCC1Sc1ccc(Cl)cc1[N+](=O)[O-] (stereo not given)	-1	4	6	-5	42	22	-2	4	2
COc1ccc(-c2ccc(N)[n+](CCCC(=O)O)n2)cc1	2	10	0	2	5	-3	4	1	-7
O=C(NNC(=O)c1cc2ccccc2o1)c1ccncc1	-2	-10	-9	-5	-6	-1	1	-3	-3
Cc1ccc(NC(=S)NNc2ccc(C(=O)O)cc2[N+](=O)[O-])cc1C	-20	7	4	1	24	20	-2	3	-7
Cc1ccc(C(NC(N)=O)c2ccccc2)cc1 (stereo not given)	2	9	3	-2	-13	12	54*	0	-3
c1ccc(-c2c[n+]3c(n2-c2ccccc2)SCC3)cc1	1	-1	-13	-6	-8	32	-4	2	1
COc1ccc2c(c1)c(=O)c(C(=O)c1ccc(Cl)cc1)cn2CC(=O)Nc1ccc(F)cc1	29	5	-9	0	-11	-30	-7	-1	-3
Cc1cccc2c1N(C(=O)CN1C(=O)c3ccccc3C1=O)C(C)(C)c1ssc(=S)c1-2	-12	-2	-15	3	19	24	2	-2	-8
CCc1cc(=O)oc2cc(OCc3nn[nH]n3)ccc12	2	-5	-5	-2	-33	-264	2	1	5
CCCCC/C=N\NC(=O)Cc1ccc([N+](=O)[O-])cc1	1	-3	2	-1	3	12	5	3	-5
Cn1c(=O)c2c(SCC(=O)N3CCCC3)nc(CC(C)(C)C)nc2n(C)c1=O	3	2	3	-3	-8	-2	2	1	2
CCOC(=O)c1c(NC(=S)NCC2CCCO2)sc(C)c1C (stereo not given)	33	-9	-14	-1	42	6	-2	1	-5
N[C@H](CSCc1ccccc1)C(=O)Nc1ccc([N+](=O)[O-])cc1	4	1	-5	-3	5	13	8	7	-1
CCOC(=O)c1ccc(N/C=C\C(=O)c2cccc(OC)c2)cc1	-22	66*	-5	-3	-12	-259	86*	-134	-2
COc1ccc(N2C(=NC(=O)C3CCCCC3)SC3CS(=O)(=O)CC32)cc1 (stereo not given)	6	-8	-7	1	-2	19	2	1	-13
O=Cc1ccc(-c2cc(Cl)ccc2Cl)[nH]1	-10	6	-16	-1	15	12	0	-1	-4
O=[N+]([O-])/C(C(Cl)=C(Cl)Cl)=C(\Nc1ccc(F)cc1)n1cncn1	8	-3	-17	-2	·	·	-1	·	·
CSCc1ccc(C(=O)NC2CC(C)(C)Cc3c2cnn3-c2ccc(F)cc2)o1 (stereo not given)	6	0	-10	-3	6	1	-1	5	0
Cc1cc(-n2cnnn2)cc(C)c1S(=O)(=O)NCCOc1ccccc1	-4	11	9	0	4	4	4	3	1
CC(NC(=O)COC(=O)/C=C/c1ccco1)c1ccccc1 (stereo not given)	1	2	-6	-3	5	3	9	2	-11
COC(=O)c1ccc(NC(=O)CN2CCN(c3ccccn3)CC2)cc1	16	1	-8	-3	11	8	1	-1	-8
Cc1csc(NC(=O)CCCNC(=O)c2ccc(Cl)cc2)n1	6	0	-1	-2	9	10	5	0	6
Additional results follow:
SMILES	UBC13 inh	SENP8 block-1	SENP6 block	MIN6 prolif	PfG6PD inh	SENP8 block-2	SENP7 block	SENP1 FRET inh	HKDC1 inh
O=C(CN1C(=O)CSc2ccc(S(=O)(=O)N3CCCCC3)cc21)NCc1cccnc1	-4	1	3	-1	-2	18	4	-1	4
CCN1C[C@@H]2[C@@H]3C(=O)N(Cc4ccccc4)C(=O)[C@@H]3[C@](C)(C1=O)N2C(=O)c1ccc(Cl)cc1	·	·	·	·	3	14	·	2	-2
Cc1noc(C)c1NC(=O)Nc1cccc2c1O[C@@H](CN(C)C)[C@@H](C)CN([C@H](C)CO)C2=O	9	-1	-7	-4	3	0	-6	0	0
CCC(C)[C@H](NC(=O)NCc1cccc(OC)c1)C(=O)O (stereo not given in full)	11	-3	1	0	-3	9	-2	2	-6
CCOC(=O)c1cnc(SCC(=O)Nc2nnc(CC)s2)nc1N	5	-3	4	-1	-26	14	-3	1	-5
C=C(C)COc1ccc(-c2n[nH]c(C)c2-c2ccccc2)c(O)c1	20	-4	-3	-5	7	14	-3	1	-6
CCOc1nc(Nc2ccccc2)nc(OCC)n1	-4	-13	4	-2	1	16	5	1	-3
CN(C)c1ccc(P(=O)(OCc2ccccc2)C(O)c2ccccc2)cc1 (stereo not given)	3	-6	-11	1	11	9	-2	3	-2
CCOC(=O)c1ccccc1CN1C(=O)c2ccccc2S1(=O)=O	-4	-2	-17	0	-6	14	-4	0	-3
CCOC(=O)C1CCCN(C2CC(=O)N(c3ccc(C(C)C)cc3)C2=O)C1 (stereo not given)	3	5	-2	-2	-3	11	2	1	-6
O=C(N/N=C/c1cccc(OC(=O)c2cccc(Br)c2)c1)c1cccnc1	11	-15	-7	-6	16	-4	-5	0	25
O=C(Nc1ccccc1O)c1ccc(NC(=O)C2CC2)cc1	3	-11	-15	-5	3	6	-7	2	-6
Cc1ccc(S(=O)(=O)NC2=NCN(CCOC(=O)c3ccc([N+](=O)[O-])cc3)CN2)cc1	1	1	-1	8.4*	-12	9	0	1	9

Screens deposited in PubChem by Sanford-Burnham Center for Chemical Genomics.
